Source: PubChem (National Center for Advancing Translational Sciences (NCATS))
TGFb SMAD3 inh – blocks TGF-b signaling; HepG2 CAGA-GFP TGF-b/SMAD3 reporter, GFP fluorescence, 18 h; TGF-beta stimulated, 500 pg/mL final; Potency, µM (doses to about 46.1 µM), for inactives: at the highest dose activity, negative = inhibition, hits mostly inhibitors; 1.2% of 410,000 active; AID 588855; note: potency is the fitted concentration of half-maximal effect; % is set by controls: 0 for no effect and ±100 for the full control effect; nearly all actives have a fitted effect of over 65% in size
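HEPG2 CAGA-GFP reporter cells (1000/well, DMEM with 1% FBS) received compounds, then recombinant TGF-beta at 500 pg/mL final for 18 hours at 37 degrees C. Per-cell GFP summed per well was normalised to unstimulated and stimulated DMSO controls before curve fitting.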
pAkt inh – Akt phosphorylation inhibition; AID 651550; 0.32% of 360,000 active; activity change, % for hits at 50 µM; Neuro2A IGF-stimulated pAkt S473 HTRF, 20 min; active compounds read low; in the data active = activity change below about -80%; inconclusive = mostly about -51% to -80%; note: % is set by controls: 0 for no effect and ±100 for the full control effect
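Neuro2A cells (4,500/well, DMEM with 0.5% FBS) were treated with compound at a single 50 µM final concentration, stimulated with 6 nM IGF for 20 min at 37 °C, and lysed. Phospho-Akt Ser473 was read by HTRF as 665/615 ratio ×10^4.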
EPAC2 agonist – activates human EPAC2 exchange factor; Q8WZA2; EPAC2 activation, biochemical qHTS; response scale: 100% = 6.5 mM cAMP response; Potency, µM (top dose mostly 154 µM), for the others: at the highest dose activation, most hits filed as activators; 0.079% of 360,000 active; note: potency is the fitted concentration of half-maximal effect; nearly all actives have a fitted effect of over 50% in size
Target sequence (Q8WZA2 whole entry, looked up): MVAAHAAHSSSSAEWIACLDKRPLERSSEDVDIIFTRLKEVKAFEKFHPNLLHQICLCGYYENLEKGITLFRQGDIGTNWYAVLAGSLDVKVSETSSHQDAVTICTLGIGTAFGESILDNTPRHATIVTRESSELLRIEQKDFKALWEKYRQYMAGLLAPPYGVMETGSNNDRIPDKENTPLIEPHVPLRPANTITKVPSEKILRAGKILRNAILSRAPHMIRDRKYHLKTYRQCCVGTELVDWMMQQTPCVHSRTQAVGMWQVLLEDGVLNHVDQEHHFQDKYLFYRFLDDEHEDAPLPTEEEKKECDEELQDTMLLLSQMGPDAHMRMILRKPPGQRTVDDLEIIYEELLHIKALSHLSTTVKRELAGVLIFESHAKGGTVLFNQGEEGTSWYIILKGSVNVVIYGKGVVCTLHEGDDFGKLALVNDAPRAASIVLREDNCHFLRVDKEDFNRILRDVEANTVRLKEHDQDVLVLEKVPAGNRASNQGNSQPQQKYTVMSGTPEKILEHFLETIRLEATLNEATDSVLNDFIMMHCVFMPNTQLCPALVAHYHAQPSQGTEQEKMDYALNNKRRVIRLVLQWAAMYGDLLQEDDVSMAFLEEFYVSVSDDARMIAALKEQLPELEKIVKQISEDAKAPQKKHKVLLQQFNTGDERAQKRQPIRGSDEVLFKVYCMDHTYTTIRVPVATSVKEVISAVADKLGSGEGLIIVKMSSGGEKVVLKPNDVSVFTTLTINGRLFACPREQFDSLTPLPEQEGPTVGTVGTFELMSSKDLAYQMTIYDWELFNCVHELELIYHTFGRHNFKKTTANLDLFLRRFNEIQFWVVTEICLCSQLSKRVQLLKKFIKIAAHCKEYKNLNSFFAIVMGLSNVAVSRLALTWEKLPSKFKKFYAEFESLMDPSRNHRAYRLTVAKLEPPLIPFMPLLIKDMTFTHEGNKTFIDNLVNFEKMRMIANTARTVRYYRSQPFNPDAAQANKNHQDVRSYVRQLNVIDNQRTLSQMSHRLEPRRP
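qHTS, titration series. 100 nM EPAC2 / 250 nM Rap1B-BODIPY-GDP / 50 uM GDP; RT; ex 480/em 540 nm, 5-min reads to 30 min. Norm. to 6.5 mM cAMP = activation.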
Nrf2 block – inhibitors of Nrf2 signaling; A549 ARE-Fluc reporter, luciferase luminescence, 18-24 h; Potency, µM (top dose mostly 46 µM), for the others: at the top dose activity change, negative = inhibition, actives largely listed as inhibitors; 2.1% of 360,000 active; AID 504444; note: potency is the fitted concentration of half-maximal effect; % is set by controls: 0 for no effect and ±100 for the full control effect; nearly all actives have a fitted effect of over 60% in size
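Reporter: ARE-Fluc in A549. Exposure: 18-24 h, 37 °C, 5% CO2, 5% FBS OPTI-MEM. Readouts: fluorescent cytotoxicity (CellTiter-Fluor), then luminescent Nrf2 signal after BugLite.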
EPAC2 antagonist – antagonists of human EPAC2 | Q8WZA2 | EPAC2 GEF exchange of Rap1B-BODIPY-GDP, fluorescence | Potency, µM (doses to about 114 µM), for inactives: top-dose activity, negative = inhibition, usual class: inhibitors | 0.18% of 360,000 active; note: potency is the fitted concentration of half-maximal effect; % is set by controls: 0 for no effect and ±100 for the full control effect; nearly all actives have a fitted effect of over 45% in size; many of its hits are not listed in these tables
Nrf2 activator – Nrf2 pathway activation; AREc32 ARE-luciferase reporter (MCF7-derived line), luminescence, 24 h; Potency, µM (doses to about 46.1 µM), inactives show at the top dose activation, actives largely listed as activators; 0.31% of 410,000 active; note: potency is the fitted concentration of half-maximal effect; % of control where 0% means no effect; nearly all actives have a fitted effect of over 65% in size
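Nrf2 activation is followed as ARE-luciferase induction in the AREc32 line after one day of compound treatment; luminescence is read with Steady-Glo.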
Mm-Cpn inhibitor – M. maripaludis TRiC chaperonin inhibition; purified Mm-Cpn ATPase, ADP Transcreener TR-FRET; Potency, µM (series often up to 76.9 µM), for inactives: top-dose activity, negative = inhibition, actives largely listed as inhibitors; 0.031% of 330,000 active; AID 504842; note: potency is the fitted concentration of half-maximal effect; % is set by controls: 0 for no effect and ±100 for the full control effect; nearly all actives have a fitted effect of over 80% in size
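Eu-cryptate anti-ADP/ADP-d2 competition gives a ratio inversely related to ADP. Enzyme at 25 nM was pre-exposed to compound for 10 min, then given 10 uM ATP for 30 min, 37°C throughout.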
A549 tox – A549 cytotoxicity, counter-screen for Nrf2 inhibitors; 0.16% of 390,000 active; A549 ARE-Fluc cells, CellTiter-Fluor viability, 18-24 h; Potency, µM (titrated, usually from 46 µM), for the others: at the highest dose activity change, negative = cytotoxicity, actives largely listed as inhibitors; note: potency is the fitted concentration of half-maximal effect; % is set by controls: 0 for no effect and ±100 for the full control effect
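Cytotoxicity counterscreen: CellTiter-Fluor fluorescence was measured in A549 ARE_Fluc cells after 18-24 h of compound exposure in a concentration series. The subsequent BugLite luminescent read reports ARE-luciferase activity.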
CCT modulator – cytosolic chaperonin activity modulation | purified chaperonin ATPase assay, HTRF ADP detection, 30 min | activity change, % (test concentration not listed), hits read low | 0.3% of 360,000 active; in the data active = activity change below about -30%; note: % is set by controls: 0 for no effect and ±100 for the full control effect
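ATPase activity: ADP formed was measured by HTRF Transcreener (665/615 nm ratio) after 30 min at 37 deg C with 10 uM ATP. Compounds screened at one 76 uM concentration against 40 or 20 nM TRiC in Tris pH 7.4/KCl/MgCl2/DTT buffer.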
* = called active by the depositor; i = inactive; ? = inconclusive; / = not tested or not shown; & = joins results of further samples; [ ] = dose if it differs, or a comment. Unless noted, calls come from the whole dose curve; as a rule, active = well fitted curve in the direction sought with a large enough effect; inconclusive = small, poorly fitted or top-dose-only effect, or another doubt; inactive = no such curve, though single readings can be large; an effect the other way counts as inactive or inconclusive.

canonical_smiles	TGFb SMAD3 inh	pAkt inh	EPAC2 agonist	Nrf2 block	EPAC2 antagonist	Nrf2 activator	Mm-Cpn inhibitor	A549 tox	CCT modulator
O=S(=O)(c1ccc2nc(Nc3ccc(F)cc3)ccc2c1)N1CCCC1	11%	/	/	-5%	/	2.7%	/	4%	/
CC(CC(=O)Nc1ccc(S(=O)(=O)Nc2ncccn2)cc1)c1ccccc1 (stereo not drawn)	1%	i	7%	-4%	0%	-0.9%	1%	-1%	0.9
Cn1c(NCc2ccc3occc3c2)nc2cc(-c3ccc(F)cc3)sc2c1=O	?	i	5%	/	9%	4.7%	/	/	-0.7
O=C(Nc1ccc(Cl)cn1)c1cc2ccccc2o1	9%	i	15%	?	19%	3.6%	0%	4%	0.0
CCOC(=O)c1cnc(-n2nc(C)cc2C)nc1NCc1ccccc1	?	i	-3%	?	-6%	3.5%	0%	?	-0.8
CCOc1cc(N2CCOCC2)c(OCC)cc1NC(=O)c1ccc(F)c(S(=O)(=O)N2CCOCC2)c1	0%	i	-11%	-11%	11%	-0.3%	2%	-5%	-1.9
COc1cccc(-c2nc(CS(=O)CC(=O)NCc3ccccc3)c(C)o2)c1 (stereo not drawn)	-13%	i	-2%	-2%	7%	-0.7%	1%	-7%	-0.6
N#C/C(=C\c1c(Oc2ccc(Cl)cc2)nc2ccccn2c1=O)C(=O)NC1CCS(=O)(=O)C1 (stereo not drawn)	-26%	i	7%	-20%	3%	?	0%	3%	0.9
COc1ccc(CNCCS(=O)(=O)NN2CCOCC2)cc1	-24%	i	7%	4%	4%	-0.9%	-1%	-4%	-0.1
O=C(CSc1ccc2c(c1)OCCO2)N1CCN(c2ccccc2)CC1	2%	i	8%	-6%	17%	-0.9%	0%	-5%	-0.9
CCOC(=O)c1sc(NC(=O)COc2ccc3c(c2)OCO3)nc1C	?	i	1%	-4%	-10%	2.1%	1%	-3%	-0.4
COc1ccc(C2OC(=O)CC2C(=O)NC2CCCC(C)C2C)cc1OC (stereo not drawn)	-10%	i	-3%	?	-3%	-0.3%	-1%	-15%	-6.6
O=C(N/N=C/c1ccco1)c1ccc(OCc2ccccc2)cc1	-6%	i	7%	3%	3%	3.5%	-9%	-1%	-6.1
CCOC(=O)C(=O)N(C)c1c(CC)nc2c(OCc3ccccc3OC)cccn12	10%	i	8%	/	7%	0.6%	/	/	-1.0
O=C1CN(CC(=O)Nc2ccc(Cl)cc2)CCN1	6%	i	0%	2%	-2%	0.2%	-2%	5%	-0.2
CCOC(=O)N(C)c1c(CC)nc2c(OCCOc3ccccc3)cccn12	-20%	i	3%	/	-3%	0.0%	/	/	-0.2
CCOC(=O)C1=C(C)NC(C)=C(C(=O)OCC)C1c1ccc([N+](=O)[O-])s1	?	i	10%&8%	-3%	?	12%&12%	-2%	2%	0.2&-2.5
COC(=O)c1ccc(CSc2nnc3ccccn23)o1	-1%	i	-6%	-1%	13%	3.8%	1%	-4%	-2.6
O=C(Oc1ccccc1)c1ccc(COC(=O)c2cnccn2)cc1	0%	i	6%	4%	-7%	2.5%	?	8%	1.5
Cc1ccc(NC(=O)/C(=C/c2cccs2)NC(=O)c2ccco2)c(C)c1	-13%	i	1%	0%	8%	-0.1%	2%	-3%	0.4
Cc1ccc(CNCc2ccc3c(c2)OCO3)c(C)c1	6%	i	4%	-3%	0%	-0.2%	-3%	?	1.0
O=C(NCCc1c[nH]c2ccccc12)c1cccc(Br)c1	16%	i	8%	?	2%	5.2%	0%	2%	-0.1
COc1ccc(-c2cc3nc4ccccc4n3c(N)c2C#N)cc1	-17%	i	8%	0%	3%	1.9%	-1%	-18%	-1.7
C[C@@H]1CN([C@@H](C)CO)S(=O)(=O)c2ccc(-c3ccc(C(=O)N(C)C)cc3)cc2O[C@@H]1CN(C)Cc1ccccc1C(=O)O	13%	i	-6%	/	-3%	0.5%	/	/	-1.4
Cc1ccc(NC(=O)C2CC(=O)N(c3ccc4c5c(cccc35)CC4)C2)cc1 (stereo not drawn)	-13%	i	-2%	-23%	-2%	-0.6%	1%	-14%	-4.5
CCOc1ccccc1-n1nnc(S(=O)(=O)c2ccc(C)cc2)c1N	-15%	/	/	-29%	/	-0.5%	/	2%	/
CS(=O)(=O)N1CCC(NC(=O)Nc2ccc(OC(F)(F)F)cc2)CC1	-25%	i	3%	10%	-9%	0.6%	-2%	-2%	-1.9
O=C(COC(=O)C1=COCCO1)Nc1ccc(F)cc1	0%	i	4%	16%	-6%	0.1%	0%	-5%	-2.6
CC(C)(C)NC(=O)CN(C(=O)C1CSC(=O)C1)c1ccccc1F (stereo not drawn)	-11%	i	-6%	-2%	-4%	-0.6%	-1%	-3%	-0.7
CC1(C)Cc2nc3n[nH]c(N)c3cc2CO1	20%	i	8%	-24%	4%	-0.4%	-2%	-14%	-1.3

For convenience, 2 of the compounds above.
canonical_smiles	TGFb SMAD3 inh	pAkt inh	EPAC2 agonist	Nrf2 block	EPAC2 antagonist	Nrf2 activator	Mm-Cpn inhibitor	A549 tox	CCT modulator
O=C(N/N=C/c1ccco1)c1ccc(OCc2ccccc2)cc1	-6%	i	7%	3%	3%	3.5%	-9%	-1%	-6.1
CCOC(=O)C(=O)N(C)c1c(CC)nc2c(OCc3ccccc3OC)cccn12	10%	i	8%	/	7%	0.6%	/	/	-1.0

The list continues.
canonical_smiles	TGFb SMAD3 inh	pAkt inh	EPAC2 agonist	Nrf2 block	EPAC2 antagonist	Nrf2 activator	Mm-Cpn inhibitor	A549 tox	CCT modulator
CC(OC(=O)c1cccs1)C(=O)NCC1CCCO1 (stereo not drawn)	?	i	7%	1%	-5%	-0.3%	2%	-18%	-9.8
CCc1ccc(C(=O)NC(CC(C)C)C(=O)O)cc1 (stereo not drawn)	2%	i	0%	/	3%	-0.4%	-18%	1%	1.1
Cc1oc2c(CN3CCOCC3)c(O)ccc2c(=O)c1-c1ccc(Cl)cc1	3%	i	4%	6%	-5%	0.2%	-3%	6%	0.1
CC(=O)c1sc(NC(=O)CCc2ccccc2)nc1C	-12%	i	17%	/	18%	5.1%	/	/	-0.8
COc1ccc(-c2ccc3c(c2)S(=O)(=O)c2cccc(C(=O)NCCOc4ccccc4Cl)c2C3=O)cc1OC	4%	i	7%	?	24%	-0.1%	3%	5%	-1.6
c1ccc(CN2CCCC3(CCCN(Cc4nc(CC5CC5)no4)C3)C2)cc1 (stereo not drawn)	-8%	i	9%	17%	-1%	0.1%	-1%	9%	0.5
O=C(c1ccccc1)C(Nc1ccccn1)c1ccccc1 (stereo not drawn)	-13%	i	26%	9%	-7%	3.2%	0%	1%	-4.5
CCN(CC)S(=O)(=O)c1cc(NC(=O)C(CC(C)C)NC(N)=O)ccc1C (stereo not drawn)	-15%	i	-3%	-18%	10%	0.2%	1%	-1%	0.7
COc1ccc(S(=O)(=O)N2CCCCC2C(=O)O)cc1 (stereo not drawn)	1%	i	6%	1%	7%	0.4%	-7%	0%	3.2
COc1ccc(CC(=O)Nc2cc(S(=O)(=O)N3CCCC3)ccc2Cl)c(OC)c1	-15%	i	13%	-27%	-4%	-0.4%	-3%	-4%	-0.8
O=C1CN(C(=O)c2ccc(Cl)cc2Cl)C(c2ccc(F)cc2)c2cc(F)ccc2N1 (stereo not drawn)	6%	/	/	-6%[9.27 µM]	/	5.2%	/	-4%	/
Cn1c(N)c(C(=O)COC(=O)Cn2cc(C(F)(F)F)ccc2=O)c(=O)n(C)c1=O	-6%	i	6%	-17%	5%	0.1%	0%	-9%	-0.1
O=C(NC1CCN(C(=S)Nc2ccc(F)cc2)CC1)C1CCCCC1	6%	i	-1%	2%	6%	-0.6%	-1%	-7%	-0.7
CC(C)CCn1c(SCC(N)=O)nc2c1c(=O)n(C)c(=O)n2C	0%	i	-3%	16%	-3%	-0.7%	2%	11%	0.8
CN1CCN(CC(C)(C)NS(=O)(=O)c2ccc(Cl)cc2)CC1	38%	i	6%	11%	10%	0.0%	-2%	0%	0.0
Cc1c(NC(C)c2ccccc2O)c(=O)n(-c2ccccc2)n1C (stereo not drawn)	1%	i	9%	6%	5%	0.0%	0%	11%	-0.7
O=C(CCC(=O)Nc1ccccc1)N/N=C/c1ccncc1	6%	i	3%	5%	2%	-0.6%	1%	1%	-0.5
CC(=O)c1csc(-c2ccccc2)n1	-13%	i	3%	?	-19%	-0.2%	-2%	6%	-5.4
Cc1ccccc1C1=Nn2c(nnc2-c2ccco2)SC1	-4%	i	8%	?	0%	?	1%	-10%	-1.1
O=C(NCc1ccccn1)c1ccc(Cl)c(S(=O)(=O)N2CCCCCC2)c1	2%	i	0%	?	-7%	2.8%	-13%	-10%	1.5
COc1cc(N=Cc2c(O)c3ccccc3oc2=O)c(OC)cc1Cl	-1%	i	11%	6%	40%[activator]	-0.6%[9.22 µM]	-2%	-2%	1.2
Cc1ccc(S(=O)(=O)NC(=NCC(=O)O)c2ccccc2)cc1	4%	i	21%	11%	41%[activator][57.1 µM]	-2.0%	2%	8%	-1.2
C=CCSc1ncccc1C(=O)NCCc1ccccc1	0%	i	1%	?	-1%	3.1%	1%	5%	-1.1
O=C(NCCC1=CCCCC1)c1cccc(S(=O)(=O)N2CCCCC2)c1	-22%	i	9%	?	-4%	2.4%	3%	-6%	2.3
O=C(O)CCN(CCC(=O)O)c1nnc(SCc2ccccc2)s1	-16%	i	13%	-8%	1%	0.2%	-18%	-10%	-2.8
COC(=O)Cn1c2ccccc2c(=O)n1C(C)C	/	i	9%	/	-6%	-1.3%	/	/	-3.3
NC(=O)C1CCN(CC(=O)Nc2nccs2)CC1	15%	i	-1%	-3%	3%	0.0%	3%	0%	-1.3

Some of the compounds tested, so the mix of outcomes need not match the whole.
